Compound activity deposited in PubChem by several laboratories.
Furin inh = blocks human furin protease activity | P09958 | purified furin, fluorogenic substrate cleavage | inhibition, % at 30 µM | 220,000 compounds, 0.061% hits | AID 463115; in the data active = inhibition above about 25%; note: inactives centre near -15
Target sequence (P09958 108-714 limits assumed): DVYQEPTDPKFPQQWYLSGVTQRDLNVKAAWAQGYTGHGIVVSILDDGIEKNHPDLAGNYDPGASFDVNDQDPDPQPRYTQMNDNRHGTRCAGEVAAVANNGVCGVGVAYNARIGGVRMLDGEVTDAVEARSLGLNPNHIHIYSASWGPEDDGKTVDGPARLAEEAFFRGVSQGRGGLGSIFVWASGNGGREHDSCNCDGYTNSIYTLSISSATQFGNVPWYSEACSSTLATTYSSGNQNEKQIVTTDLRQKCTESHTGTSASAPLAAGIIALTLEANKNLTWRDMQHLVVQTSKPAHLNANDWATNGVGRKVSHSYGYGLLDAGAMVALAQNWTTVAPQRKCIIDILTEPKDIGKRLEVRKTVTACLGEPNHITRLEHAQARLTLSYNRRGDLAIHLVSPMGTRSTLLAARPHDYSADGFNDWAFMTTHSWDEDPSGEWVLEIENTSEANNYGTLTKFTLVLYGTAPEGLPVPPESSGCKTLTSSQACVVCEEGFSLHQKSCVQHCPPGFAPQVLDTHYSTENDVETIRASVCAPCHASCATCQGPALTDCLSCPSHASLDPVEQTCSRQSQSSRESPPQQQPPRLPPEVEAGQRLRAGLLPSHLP
NCF1 inh = inhibitors of human p47phox binding. P14598. p47phox/p22phox peptide binding, fluorescence polarization, 2 h. inhibition, % at 24.7 µM. 220,000 compounds, 0.53% hits. AID 1274;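 note: 0% = p47phox with labelled peptide and 100% = labelled peptide alone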
Rad51 HR inh = blocks human Rad51 in homologous recombination; Q06609; hRad51 DNA strand exchange, fluorescence dequenching; inhibition, % at 10 µM; 200,000 compounds, 0.085% hits; AID 1385;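 active = inhibition above 40% at the single screening dose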;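 note: 0% = DMSO control wells and 100% = blanks with heterologous ssDNA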
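Material: human Rad51–ssDNA filaments; Probe or stimulus: labelled 47-mer dsDNA for strand exchange; Doses: single 10 µM dose; Incubation: 37 °C 15-min filament assembly, 30-min compound preincubation, 15-min exchange; Technique: FRET fluorescence dequenching, excitation 485 nm, emission 520 nm; Measure: Fluorescence-based percent inhibition, control- and blank-normalised; Benchmarks: plate control and blank wells.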
Thrombin inh = thrombin (human) inhibition. AID 1046. P00734. 220,000 compounds, 0.26% hits. inhibition, % at 5 µM. alpha-thrombin, Boc-VPR-AMC fluorogenic substrate cleavage;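 active = inhibition at or above 40%; inactive = inhibition below 40%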;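 note: 0% = enzyme with no compound and 100% = wells without enzyme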
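System – human alpha-thrombin protein · Reagent – Boc-VPR-AMC substrate, 15 µM final · Compound – 5 µM single dose in 0.2% DMSO · Schedule – reaction at room temperature · Technique – AMC fluorescence at 355 nm excitation and 460 nm emission · Read-out basis – % inhibition relative to enzyme controls and enzyme-free blanks · Control set – no-compound enzyme wells and no-enzyme blanks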
14-3-3 Bad PPI = disrupts binding of bovine 14-3-3 zeta to phospho-Bad peptide | P63103 | TR-FRET 14-3-3zeta/Dy647-pBad peptide displacement, 1 h | inhibition, % at 21.7 µM | 220,000 compounds, 0.71% hits | AID 781;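 active = inhibition above about 70%, limit read from the data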;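 note: 0% = full 14-3-3 plus peptide FRET controls and 100% = background without 14-3-3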
hK5 inh = blocks human kallikrein 5 protease activity. Q9Y337. recombinant hK5, fluorogenic AMC substrate cleavage. inhibition, % at 5 µM. 210,000 compounds, 0.59% hits. AID 873;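 active = inhibition of 40% or more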;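 note: 0% = enzyme controls without compound and 100% = no-enzyme blanks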
Target sequence (Q9Y337 67-293 limits assumed): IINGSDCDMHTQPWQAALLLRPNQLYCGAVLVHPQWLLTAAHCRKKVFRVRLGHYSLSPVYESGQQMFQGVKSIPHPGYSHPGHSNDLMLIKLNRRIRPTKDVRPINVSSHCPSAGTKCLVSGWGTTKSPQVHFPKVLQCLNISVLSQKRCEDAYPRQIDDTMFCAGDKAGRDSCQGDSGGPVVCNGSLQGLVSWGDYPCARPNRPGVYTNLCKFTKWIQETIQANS
KCC2 mod = KCC2 (human) Cl- transport modulation; Q9H2X9; B-score of Tl+ flux slope (higher = more flux/activation; lower = inhibition) at 10 µM; 190,000 compounds, 2.2% hits; KCC2 cells, thallium flux FluoZin-2 fluorescence;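 active = thallium flux slope and its plate-corrected score both differing from the plate sample mean at a set confidence after two filtering rounds, in either direction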;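 note: slope of fluorescence scaled to starting intensity during 10 to 20 s after thallium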
EBV gp42 block = blocks Epstein-Barr virus glycoprotein 42 binding | Q1HVG2 | Fluorescence polarization binding assay, mP read-out | inhibition, % (tested at 21.74 µM) | 220,000 compounds, 0.42% hits; in the data active = inhibition above about 50%
eIF4E-4G inh = blocks eIF4E binding to eIF4G; 220,000 compounds, 0.37% hits; inhibition, % at 21.7 µM; P63073+Q04637; AID 782; TR-FRET eIF4E-eIF4GI(517-606) binding, 2 h;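 note: 0% = full FRET control wells and 100% = background wells lacking eIF4GI fragment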
The depositor's hits bear a star; . = not tested or not shown; & = joins results of further samples; [ ] = dose if it differs, or a comment.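 Rule for the calls, unless noted: active = inhibition above about 30% (limit read from the data); inactive = the rest.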

SMILES | Furin inh | NCF1 inh | Rad51 HR inh | Thrombin inh | 14-3-3 Bad PPI | hK5 inh | KCC2 mod | EBV gp42 block | eIF4E-4G inh
CC(CCc1ccccc1)NC(=O)CN1CCN(Cc2ccccc2)C1=O (centres undefined) | -27 | -7 | -4 | -21 | 8[fluorescence artefact?] | 3 | -2 | -13 | 2
CC(C)(C)c1ccc(N2C(=O)Cc3c2nc(N)c(C#N)c3N)cc1 | -9[20 µM] | -9 | 17 | 6 | 3 | 3 | -0.71 | -13 | 3
CC(=O)Nc1c(C(N)=O)oc2ccc(Cl)cc12 | -4 | -12 | -6 | 32 | 1 | 22 | 1.3 | -1 | -9
COc1ccc(C(=O)NNC(=O)CSc2nnc(-c3cccnc3)o2)cc1 | -20 | -6 | 1 | -11 | -16 | -13 | 0.88 | -2 | 0
CCN(CC)S(=O)(=O)c1cccc(-c2nnc(SCc3nnc(-c4ccccc4)o3)n2C)c1 | -20[20 µM] | -3 | 9 | -3 | 7 | -2 | -0.79 | -24 | -1
CCOC(=O)c1sc2nc(N3CCOCC3)c3c(c2c1N)CCN(Cc1ccccc1)C3 | -1[20 µM] | -5 | -3 | 17 | -21 | 27 | 0.49 | -5 | -2
CC1CC(C)CN(c2nc(N(C)c3ccccc3)nc(N)c2[N+](=O)[O-])C1 (centres undefined) | -7 | -24 | 1 | -7 | -4 | -3 | -0.21 | 0 | -5
CCN(CC)S(=O)(=O)c1ccc(OC)c(NC(=O)c2cc3c(=O)n4ccccc4nc3s2)c1 | -15 | 16 | 4 | -6 | 33 | -8 | -0.039 | -12 | 5
COC(=O)CSc1nc(C)c2c(n1)CCCC2 | -32 | -2 | 3 | -2 | -5 | 0 | -0.83 | 10 | -3
CCOc1ccc(N/C=C/C(=O)c2ccc(C)cc2)c([N+](=O)[O-])c1 | -8[20 µM] | 37* | -2 | 4 | -2 | -1 | . | 13 | 0
CCCCn1c(N)c(Sc2ccccc2)c(=O)[nH]c1=O | -29[20 µM] | -10 | -2 | -3 | 3 | 0 | . | -17 | -2[fluorescence artefact?]
CC(=O)OCC(=O)c1c[nH]c2ccccc12 | -12 | -9 | 1 | -10 | -7 | 2 | 0.61 | -23 | 1
COCCCn1c(N)c(-c2nc3ccccc3n2C)c2nc3ccccc3nc21 | -12[20 µM] | -2 | 3 | 2 | 6[fluorescence artefact?] | 3 | . | -15 | 2[fluorescence artefact?]
CC(C)CCC(C(=O)O)C(C)CC(=O)NNC(=O)c1ccco1 (centres undefined) | -17&-29 | -27&-7 | -19&-6 | -4&-8 | -4&-6 | -1&-1 | 1&-0.11 | 1&-6 | 2&-1
Brc1nc(Br)n(Cc2ccccc2)n1 | -32 | -13 | 3 | -6 | -6 | -2 | 0.034 | -4 | -3
CN1CCCC1CCNC1C2CC3CC(C2)CC1C3 (centres undefined) | -27[20 µM] | 1 | . | -1 | 40[fluorescence artefact?] | -10 | -0.18 | 3 | -2
CCN1CNC(=S)N(c2cccc(C)c2C)C1 | -12[20 µM] | -12 | -3 | 5 | -4 | -15 | -0.12 | -11 | -1
CC(C)CC(=O)Nc1cc(C(F)(F)F)ccc1N1CCOCC1 | -19[20 µM] | -12 | 1 | 2 | -8 | -3 | . | -17 | 1
O=C(Nc1ccccc1)C1CCCCN1S(=O)(=O)c1ccccc1 (centres undefined) | -23 | 0 | -1 | 2 | -4 | 1 | 0.64 | -3 | -2
CC(C)CNC(=S)NNC(=O)c1csc2c1CCCC2 | -18[20 µM] | -2 | -4 | -9 | -15 | -169 | 0.77 | 11 | -5
CC(=O)Nc1ccc2c(CSc3nnc(N)s3)cc(=O)oc2c1 | -1 | -9 | 0 | 6 | 5 | -3 | 0.15 | -19 | 0
O=C(NCc1cccnc1)NC1(C(F)(F)F)Oc2ccc(Cl)cc2O1 (centres undefined) | -27 | -4 | 1 | -3 | 8 | -6 | . | -7 | -6
CCCCCc1cc(=O)oc2c(C(CCN(CC)CC)c3ccc(N(C)C)cc3)c(OC)cc(OC)c12 (centres undefined) | -56 | 16 | 4 | 2 | 7 | 3 | 0.11 | -6 | 6
CCN1C(=O)CS/C1=N\S(=O)(=O)c1ccccc1 | -18 | 3 | 8 | -3 | -2 | -2 | 1 | -2 | -6
CCOC(=O)c1cc2cc([N+](=O)[O-])ccc2oc1=O | -2 | -2 | 9 | 2 | 11 | 0 | -1.7 | -7 | 8
O=C(NNc1ncc(C(F)(F)F)cc1Cl)c1ccc(Cl)c(Cl)c1 | -16 | -6 | 18 | 1 | -8 | -8 | . | -9 | 3
CCCCCCc1c(O)c2ccccc2[nH]c1=O | -21 | -6 | -4 | -2 | 10 | -5 | -0.29 | -14 | 1
Cc1ccc(-c2nnn(CC(=O)N3CCCCC3)n2)o1 | -29 | 23 | 7 | 1 | -9 | 1 | 0.4 | -19 | -4
COc1cccc(-n2ccnc2SCC(=O)NCc2ccccc2)c1 | -16 | -1 | 1 | 7 | -12[fluorescence artefact?] | -6 | -0.76 | -15 | -4[fluorescence artefact?]
CC(C)(C)NC(=O)NC(=O)COC(=O)CCC1CCCC1 | -10 | -9 | 46* | -3 | -3 | 3 | 0.68 | -16 | -9

Some values from the results shown:
`COc1cccc(-n2ccnc2SCC(=O)NCc2ccccc2)c1` | Rad51 HR inh: 1
`CN1CCCC1CCNC1C2CC3CC(C2)CC1C3` (centres undefined) | NCF1 inh: 1
`CCCCCc1cc(=O)oc2c(C(CCN(CC)CC)c3ccc(N(C)C)cc3)c(OC)cc(OC)c12` (centres undefined) | 14-3-3 Bad PPI: 7
`Cc1ccc(-c2nnn(CC(=O)N3CCCCC3)n2)o1` | Rad51 HR inh: 7
`CC(C)CNC(=S)NNC(=O)c1csc2c1CCCC2` | NCF1 inh: -2
`CCCCCCc1c(O)c2ccccc2[nH]c1=O` | Thrombin inh: -2
`CCN1CNC(=S)N(c2cccc(C)c2C)C1` | EBV gp42 block: -11

Back to the main list; the 3 compounds before the break are reprinted first.
SMILES | Furin inh | NCF1 inh | Rad51 HR inh | Thrombin inh | 14-3-3 Bad PPI | hK5 inh | KCC2 mod | EBV gp42 block | eIF4E-4G inh
Cc1ccc(-c2nnn(CC(=O)N3CCCCC3)n2)o1 | -29 | 23 | 7 | 1 | -9 | 1 | 0.4 | -19 | -4
COc1cccc(-n2ccnc2SCC(=O)NCc2ccccc2)c1 | -16 | -1 | 1 | 7 | -12[fluorescence artefact?] | -6 | -0.76 | -15 | -4[fluorescence artefact?]
CC(C)(C)NC(=O)NC(=O)COC(=O)CCC1CCCC1 | -10 | -9 | 46* | -3 | -3 | 3 | 0.68 | -16 | -9
O=S(=O)(Cc1cc(NCc2ccccc2)nc(-c2ccccn2)n1)c1ccccc1 | -16 | -4 | -15 | 8 | -10 | -2 | -0.85 | -18 | 3
Cc1oc2nc(SCC(=O)NCCCO)nc(N)c2c1C | -22[20 µM] | -9 | -2 | -20 | 5[fluorescence artefact?] | 4 | -0.21 | 0 | 5[fluorescence artefact?]
CN(C)/C=N/NC(=O)c1ccc(Cl)cc1 | -18 | -9 | -13 | -1 | -14 | 0 | -0.0062 | -6 | -3
O=C(CCS(=O)(=O)Cc1ccccc1)NCC1CCCO1 (centres undefined) | -26[20 µM] | -11 | -4 | -3 | 0 | -24 | -0.45 | -15 | 3[fluorescence artefact?]
CCOC(=O)c1nn(-c2ccc(Br)cc2)cc1C(=O)c1cccc2ccccc12 | -16[20 µM] | -11 | -6 | 0 | -3 | -7 | -0.14 | -17 | -6
CCOc1ccc2nc(NC(=O)CN3CCN(c4ccccn4)CC3)sc2c1 | -13[20 µM] | -23 | 0 | 3 | -6[fluorescence artefact?] | -3 | -0.85 | -2 | 2[fluorescence artefact?]
CNC(=O)/C(C#N)=C/c1ccc(-c2ccc(OC)cc2[N+](=O)[O-])o1 | -17[20 µM] | -2 | -2 | -5 | 33[fluorescence artefact?] | -21 | . | 6 | -28[fluorescence artefact?]
CCOC(=O)N1CCC(NC(=O)c2sc3nc4n(c(=O)c3c2C)CCCC4)CC1 | -14[20 µM] | -16 | 4 | 0 | 9 | -2 | 0.58 | -9 | -4
COCCn1c(C)cc(C(=O)CSc2cc(C)c3ccc(OC)cc3n2)c1C | -15 | -30 | -6 | -4 | -11 | -7 | -0.66 | -14 | 3
O=C1CC2CS(=O)(=O)CC2N1C1CCCCC1 (centres undefined) | -17 | -5 | 6 | -4 | 5 | -6 | -0.45 | -21 | 7
Nc1ccc2c(c1)C(=O)N(CC1CCCO1)C2=O (centres undefined) | -15[20 µM] | -2 | 7 | -4 | -9 | 0 | 0.36 | 5 | -2
CC1CCCN(c2ccc(C(=O)NCc3ccco3)cc2[N+](=O)[O-])C1 (centres undefined) | -3 | -9 | -1 | -6 | -13[fluorescence artefact?] | -18 | -2.1 | -5 | -5[fluorescence artefact?]
CCCN=C(C)c1c(-c2ccccc2)[nH]n(-c2nc3ccccc3s2)c1=O | -22[20 µM] | -8 | 4 | -5 | -3 | -3 | -0.61 | 2 | -10
CCOC(=O)c1c(NC(=O)CN2CCCCC2)sc2c1CCC(C=O)=C2Cl | -11 | -5 | -1 | -1 | 5[fluorescence artefact?] | 11 | . | -25 | -2
O=C(NCC1CCCO1)C(=O)NCC(c1ccco1)N1CCN(c2ccccc2F)CC1 (centres undefined) | -8 | -11 | 11 | -5 | -28 | -16 | -0.091 | -13 | -1
CN(C)S(=O)(=O)c1ccc(C(=O)Nc2ccccn2)cc1 | -20 | -3 | 8 | -22 | 5 | 0 | 0.2 | -3 | 2
O=C(NCCc1ccccc1)C(=O)NCC1OCCN1S(=O)(=O)c1ccc(Cl)cc1 (centres undefined) | -19 | -4 | . | -18 | 5 | -5 | -2.4 | -6 | -3
O=C(Nc1nccs1)c1cncc(Br)c1 | -7 | -5 | -7 | -6 | -6 | 2 | -0.57 | -13 | 1
CCC(=O)NC1(C(F)(F)F)C(=O)Nc2c1c(=O)[nH]c(=O)n2CC(C)C (centres undefined) | -16 | -7 | 5 | -1 | 1 | -1 | 0.57 | 2 | -2

3 entries already listed, ordered by the number in eIF4E-4G inh, rising.
mol,eIF4E-4G inh
O=C(NCCc1ccccc1)C(=O)NCC1OCCN1S(=O)(=O)c1ccc(Cl)cc1 (centres undefined),-3
O=C(Nc1nccs1)c1cncc(Br)c1,1
CN(C)S(=O)(=O)c1ccc(C(=O)Nc2ccccn2)cc1,2

Rows are unselected; 4.7% or so of the library scored in one or more.
